# Screens from PubChem BioAssay.
# Mdm2 ligase inh: Mdm2 E3 ligase (human) inhibition. Q00987. cell-based MDM2 ubiquitination luciferase reporter, 2 h; 0 = plate control, 100 = twice control, blank-subtracted. signal enhancement, % at 5 µM. 0.11% of 210,000 active;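 active = signal enhancement of 30% or more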;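 note: luminescence tracks abundance of the self-degrading MDM2-luciferase fusion protein; higher signal means inhibition of MDM2 E3 ligase activity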
# Target sequence (Q00987 whole entry, looked up, the tested form may be a part): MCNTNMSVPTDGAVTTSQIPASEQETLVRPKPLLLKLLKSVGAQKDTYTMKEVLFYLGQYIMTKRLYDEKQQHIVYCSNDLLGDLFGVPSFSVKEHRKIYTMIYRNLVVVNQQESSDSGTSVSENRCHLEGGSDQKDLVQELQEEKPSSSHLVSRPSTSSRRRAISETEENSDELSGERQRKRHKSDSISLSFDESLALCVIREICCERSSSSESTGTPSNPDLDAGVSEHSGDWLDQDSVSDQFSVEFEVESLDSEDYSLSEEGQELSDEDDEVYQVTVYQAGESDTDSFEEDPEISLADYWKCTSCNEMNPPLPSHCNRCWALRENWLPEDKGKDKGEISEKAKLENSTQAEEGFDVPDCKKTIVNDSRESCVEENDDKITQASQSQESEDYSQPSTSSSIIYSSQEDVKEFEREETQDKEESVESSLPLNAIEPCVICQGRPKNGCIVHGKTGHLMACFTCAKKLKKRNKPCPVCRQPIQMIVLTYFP
#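 Test system: stable mammalian line carrying autodegrading MDM2–luciferase fusion reporter; quantity: 2000 cells in each well; times: 4 h cell settling then 2 h compound exposure, 37 °C; detection: luminescence with SteadyLite reagent, 15 min at room temperature; evaluation: percent signal gain over controls, blank-subtracted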
# Wee1 degr inh: blocks degradation of human Wee1 kinase | AID 1321 | reporter increase, % at 5 µM | P30291 | HeLa Luc-Wee1K328M stability, luciferase luminescence; 100% = proteasome inhibitor MG132 effect | 1.2% of 220,000 active;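 active = activation above the mean of all tested compounds plus 3 SD, set per screening run, cut at about 8.8% in these data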;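 note: cells exposed to compound for 20 h before luminescence read; 0% = DMSO alone and 100% = MG132 at 30 µM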
# BaF3 parental: parental Ba/F3 viability inhibition as JAK2V617F counter-screen. CellTiter-Glo ATP luminescence. inhibition, % at 5.6 µM. 1.1% of 220,000 active. AID 1486;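 active = inhibition above a per-campaign cutoff, the mean inhibition of all tested compounds plus 3 SD, cut at about 27% in these data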;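 note: 0% = DMSO wells and 100% = JAK Inhibitor I control wells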
# PERK inhibitor: inhibitors of human PERK kinase; CHO PERK-DD fusion, SEAP luminescence translation reporter; Q9NZJ5; 0.17% of 220,000 active; inhibition, % at 5.6 µM;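 active = inhibition above the mean inhibition of all tested compounds plus 3 SD, set separately per screening campaign, cut at about 2.9% in these data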;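 note: PERK kinase domain activated by AP20187 dimerizer at 100 nM; 0% = DMSO with dimerizer and 100% = rapamycin at 8.4 µM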
# S1P4 antag: antagonists of human S1P4 receptor; O95977; S1P4-expressing cells, antagonist mode, reporter read-out; inhibition, % at 4.98 µM; 0.26% of 220,000 active; in the data active = inhibition above about 29%;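 note: 0% = wells stimulated with agonist and 100% = vehicle wells without agonist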
# Target sequence (O95977 whole entry, looked up): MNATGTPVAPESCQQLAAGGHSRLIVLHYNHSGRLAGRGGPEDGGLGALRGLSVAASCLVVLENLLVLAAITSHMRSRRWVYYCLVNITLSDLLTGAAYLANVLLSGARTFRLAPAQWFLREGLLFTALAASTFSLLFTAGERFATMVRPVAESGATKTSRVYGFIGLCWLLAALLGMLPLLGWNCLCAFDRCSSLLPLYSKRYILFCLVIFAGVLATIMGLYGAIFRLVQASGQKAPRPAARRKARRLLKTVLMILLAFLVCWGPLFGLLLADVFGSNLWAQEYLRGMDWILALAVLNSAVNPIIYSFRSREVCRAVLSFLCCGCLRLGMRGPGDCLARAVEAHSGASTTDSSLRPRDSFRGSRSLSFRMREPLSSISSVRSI
# S1P4 ag: activates the human S1P4 receptor; O95977; S1P4-expressing cell line, agonist reporter assay; activation, % at 4.98 µM; 0.35% of 220,000 active; in the data active = activation above about 11%;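 note: 0% = DMSO vehicle and 100% = reference agonist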
# NPY-Y2 PAM-ag: human NPY-Y2 potentiation or agonism, primary screen; cells expressing NPY-Y2, potentiator/agonist read-out; activation, % at 3.6 µM; 0.45% of 220,000 active; AID 1359; in the data active = activation above about 27%;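 note: cells stimulated with NPY near EC25 plus isoproterenol at EC100; 0% = vehicle plus submaximal agonist and 100% = vehicle plus saturating agonist; some results beyond the cut were filed as inactive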
# Ba/F3 V617F tox: reduce viability of Ba/F3 cells dependent on JAK2V617F | Ba/F3 EpoR-JAK2V617F viability, ATP luminescence | inhibition, % at 5.6 µM | 1.1% of 220,000 active | AID 1446;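 active = inhibition above the campaign mean plus 3 SD over all tested compounds, cut at about 24% in these data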;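 note: cytokine-independent growth of Ba/F3 cells driven by EpoR plus mutant JAK2; 0% = DMSO-treated cells and 100% = JAK inhibitor I control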
# eIF4E-4G inh: inhibitors of eIF4E and eIF4G interaction in translation initiation; TR-FRET eIF4E-eIF4GI(517-606) binding, 2 h; inhibition, % at 21.7 µM; 0.37% of 220,000 active;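 active = inhibition above about 30%, limit read from the data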;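 note: 0% = full FRET control wells and 100% = background wells lacking eIF4GI fragment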
# * = called active by the depositor; x = no result given; [ ] = remark or other dose. Random draw from the library (roughly 4.1% active in at least one column).
cpd	structure	S1P4 ag	S1P4 antag	NPY-Y2 PAM-ag	Ba/F3 V617F tox	Mdm2 ligase inh	Wee1 degr inh	BaF3 parental	eIF4E-4G inh	PERK inhibitor
1	O=C1NC(CCc2ccccc2)C(=O)N1Cc1ccccc1Cl (centres undefined)	4.1	-22	-6	-3	-5	0	4	4	0.8
2	Cc1nn(C)c(Oc2cccc(Cl)c2)c1C=O	2.2	-8	6	-2	1	0	3	-2	2.3
3	COc1ccc(-c2nnn(CC(=O)Nc3sc4c(c3C#N)CCCC4)n2)cc1	-1.5	4	8	-2	-17	1	-1	-3	0.5
4	CCn1ncc(Br)c1C(=O)Nc1sc2c(c1C(=O)OC)CCC2	0.1	-1	14	-3	x	3	-3	x	0.7
5	CNC(=O)c1[nH]cnc1C(=O)N[C@@H](Cc1ccccc1)C(=O)OCc1ccccc1	23*	-26	20	2	x	-2	-5	6	0.4
6	CC1=C(C(=O)OC(C)C)C(c2cccs2)N2C(=O)CCSC2=N1 (centres undefined)	0.5	17	-6	2	-7	-1	7	-7	-0.8
7	Cc1[nH]nc2c1C(c1ccc(Cl)cc1)C(C#N)=C(N)O2 (centres undefined)	0.4	-3	3	0	-8	4	7	6	0.5
8	Cc1nc(Cl)c(C#N)c2c1CCCC2	-0.8	-5	3	-5	-16	3	2	5	-0.6
9	CC1(C)C(C=C(Cl)Cl)C1C(=O)Nc1ccc([N+](=O)[O-])cc1 (centres undefined)	-0.6	8	21	3	8	1	2	-2	-0.5
10	Nc1nonc1-n1nnc(C(=O)N/N=C/c2ccc(O)cc2)c1COc1ccc(F)cc1	-2.0	-1	-2	-5	x	1	-11	6	1.5
11	CC1=NN(Cc2ccccc2)C(=O)C1C(c1ccc(Cl)cc1)C(C#N)C#N (centres undefined)	-1.6	-8	16	-1	3	0	6	4	1.8
12	CCCN(Cc1ccccc1)C(=S)Nc1ccc(OC(F)F)cc1	0.3	-4	8	-4	-18	0	4	-1	1.4
13	CC(C)n1cc(-c2ccc(Cl)cc2)cc(C#N)c1=O	-3.4	-12	-4	-5	-19	0	1	8[fluorescence artefact?]	0.0
14	COc1ccccc1N1CCN(c2cnccn2)CC1	5.1	-21	-7	5	-5	3	5	4	0.6
15	O=C(Cn1c(CC(=O)N2CCCC2)nc2ccccc21)NCc1ccccc1	0.0	-4	-9	1	-22	1	7	9	0.2
16	Cc1nc(C(F)(F)F)c(C(=O)N/N=C(\N)c2ccccn2)s1	0.0	1	-7	1	5	1	8	-7	0.1
17	O=C(CSc1nn(-c2ccc(Cl)cc2)c(=S)s1)NCC1CCCO1 (centres undefined)	0.4	-2	-3	0	0	-2	4	1	0.7
18	COCCn1c(=O)[nH]c2cc(C(=O)NCCN3CCN(c4ccccc4F)CC3)ccc2c1=O	3.4	-15	17	-2	-15	4	5	-4	1.0
19	COc1cccc(NC(=O)c2ccc(CN3CCOCC3)cc2)c1	2.3	9	0	0	1	3	1	-2	0.4
20	O=C1c2ccccc2C(=O)C1c1ccnc2ccccc12	-1.6	-5	-3	-4	-74	11*	1	-15	-0.6
21	S=c1[nH]nc(-c2cccc(Cl)c2)n1/N=C/c1ccco1	-2.4	7	-6	2	-4	-2	1	3	1.1
22	N=C1/C(=C/c2cccn2Cc2ccc(Cl)cc2)C(=O)N=C2SC=CN12	0.1	-10	-5	0	x	6	4	7	-1.1
23	O=C(CSc1ncccn1)NC1CCCc2ccccc21 (centres undefined)	3.2	-14	-5	-4	3	-2	8	-2	0.9
24	Cc1cccc(N2CCN(CC(=O)NCC3CCCCC3)CC2)c1C	1.1	-7	-39	4	1	2	2	-4	-0.2
25	Cc1c2cnn(CC(=O)N3CCN(c4ncccn4)CC3)c(=O)c2c(C)n1Cc1ccc(F)cc1	1.3	-8	-4	-2	-3	-2	2	8	1.1

# Excerpt, nos. 1–2
cpd	structure	S1P4 ag	S1P4 antag	NPY-Y2 PAM-ag	Ba/F3 V617F tox	Mdm2 ligase inh	Wee1 degr inh	BaF3 parental	eIF4E-4G inh	PERK inhibitor
1	O=C1NC(CCc2ccccc2)C(=O)N1Cc1ccccc1Cl (centres undefined)	4.1	-22	-6	-3	-5	0	4	4	0.8
2	Cc1nn(C)c(Oc2cccc(Cl)c2)c1C=O	2.2	-8	6	-2	1	0	3	-2	2.3

# Remaining list, next part
cpd	structure	S1P4 ag	S1P4 antag	NPY-Y2 PAM-ag	Ba/F3 V617F tox	Mdm2 ligase inh	Wee1 degr inh	BaF3 parental	eIF4E-4G inh	PERK inhibitor
26	Cc1nc2ccccc2n1-c1ccccc1	1.7	-4	5	-4	-20	-4	0	6[fluorescence artefact?]	0.7
27	COc1ccc(/C=N/NC(=O)c2cc(-c3cccnc3)nc3ccccc23)c(OC)c1	0.2	-11	-9	7	-11	-3	12	1	-0.6
28	Cc1ccc(Cl)cc1NC(=S)N(CCCN1CCOCC1)Cc1ccccn1	-0.8	1	20	2	-9	-1	7	1	-1.0
29	CCOc1ccc(CNC(=O)CCS(=O)(=O)Cc2ccc(C)cc2)cc1OC	-2.2	12	3	-1	-3	1	4	-3	1.1
30	CCOC(=O)c1c(C)oc2cc3c(C(=O)OCC)c(C)oc3cc12	-0.4	0	6	-5	x	-2	-3	x	0.5
31	COCCNC(=O)c1noc2c1CCc1cc(OC)ccc1-2	-0.3	0	17	1	16	2	5	5	0.7
32	COCCn1c(SCC(=O)Nc2ccc(Cl)c(S(=O)(=O)N(C)C)c2)nc2ccccc21	-2.2	-17	-3	-4	-1	1	2	-2	-1.8
33	CCn1c(COc2cccc(C)c2C)nnc1SCC(=O)Nc1cc(C)on1	1.7	-7	8	-1	-11	4	0	-3	1.4
34	CCOc1ccc(Cn2c(SCCCCC#N)nc3c2c(=O)n(C)c(=O)n3C)cc1OCC	1.8	-14	-18	-2	-10	3	5	-2	-1.2
35	Cc1ccc(S(=O)(=O)N[C@H](C(=O)N2CCC(C(=O)NCC(=O)O)CC2)C(C)C)cc1	1.4	-17	5	0	-12	0	3	-6[fluorescence artefact?]	0.9
36	Cc1ccc2c(c1)N(CCC(=O)NC(C)C)C(=O)CO2	-1.7	-2	8	-2	-16	-3	3	3	-0.2
37	CCN(CC)S(=O)(=O)C1CCS(=O)(=O)C1 (centres undefined)	1.5	-10	-3	-1	-19	-1	5	1	0.4
38	Cn1cnnc1Sc1cc(N2CCN(S(=O)(=O)c3ccccc3)CC2)ccc1[N+](=O)[O-]	0.6	4	4	2	-16	4	3	0[fluorescence artefact?]	-1.6
39	O=C(N/N=C/c1ccccn1)c1cc(-c2ccc(Cl)cc2)nc2ccccc12	-0.3	5	-17	0	-18	3	5	6	-1.9
40	COc1ccc(N(CC(=O)N2CCN(C)CC2)S(C)(=O)=O)cc1OC	-0.9	-5	11	-2	-31	1	2	-7	2.0
41	CCc1nc2ccccc2n1CC(=O)N1CCN(S(=O)(=O)c2cccc(C(F)(F)F)c2)CC1	-0.1	6	2	-2	-7	-1	4	-1	0.7
42	CNC(=O)c1cc2cc(Br)ccc2s1	0.2	5	-11	0	-6	-2	3	1	0.7
43	Cn1c(SCC(=O)NCc2ccco2)nnc1-c1c[nH]c2ccccc12	-1.8	-24	12	-1	-2	-2	0	0[fluorescence artefact?]	0.5
44	CN1CCN(C(=O)c2cc3nc(-c4ccccc4)cc(C(F)(F)F)n3n2)CC1	1.7	-14	4	-4	-18	-2	0	2	1.1
45	CCCc1nc2ccccc2c2nc(N)nn12	-1.5	-13	-18	-1	-13	-1	0	-1	-0.9
46	O=C1C2CC=CCC2C(=O)N1c1n[nH]c(CCc2ccccc2)n1 (centres undefined)	-0.3	-4	0	1	-7	-2	5	-2	0.1
47	NC(=O)C1CCCN(CCc2ccccc2)C1 (centres undefined)	-0.6	-14	-3	-2	-14	5	1	-8	0.2
48	COc1cc(Cn2c(-c3ccc(O)c(OC)c3)nc3ccccc32)ccc1O	0.9	-4	-49	-1	-5	1	-1	1	-1.2
49	CC(OC(=O)c1cc2sccc2n1C)C(=O)NCc1ccc2c(c1)OCO2 (centres undefined)	-1.6	-8	-15	6	-9	3	13	1	1.3
50	CCOC(=O)NC(=O)C(=CNNc1ncc(C(F)(F)F)cc1Cl)C(=O)NC(=O)OCC	0.8	-14	5	3	-6	2	4	1	0.7
51	CCCN1CCC(=NNC(=O)c2ccc(Br)o2)CC1	1.6	-3	2	1	1	-2	7	39*	-0.2
52	CC1=NN(c2ccccc2)C(=O)/C1=C\c1cc(C)n(C)c1C	-0.7	5	-19	1	-3	2	2	3	-1.9
53	C/C(=N\NC(=S)NC1CCCCC1)c1ccc(C)o1	0.0	-23	-4	4	-5	-3	9	0	-0.8
54	COCCN=c1scc(-c2ccco2)n1/N=C/c1ccc(O)c(O)c1O	1.9	-17	22	-1	-17	1	1	45*	0.9
55	CC(C)NC(=O)c1cnc(N2CCN(c3ccccn3)CC2)c2ccccc12	-0.1	9	-17	2	-19	-3	6	-1	-1.3
56	CCC(C(=O)N1CCN(c2ncccn2)CC1)c1ccccc1 (centres undefined)	-0.4	-3	3	1	x	-1	-4	6	0.8
57	CCc1noc(C)c1C(=O)N1CCCC(C(=O)c2cc(F)ccc2OC)C1 (centres undefined)	-0.1	-3	-6	-2	-6	1	4	2	-0.2
58	CC1(C)CC(Nc2ccc(Nc3ccccc3)cc2)CC(C)(C)N1	0.8	17	15	77*	2	0	29*	8	-0.9
59	CCOC(=O)c1ccc(Oc2nc(N(C)C)nc(N(C)C)n2)cc1	2.0	-10	-14	2	-21	1	4	7	-1.9
60	CC12CN3CCN(CC(C3)C1(O)CN1CCOCC1)C2 (centres undefined)	2.4	-14	10	-3	-26	0	3	4	-1.9
61	Oc1ccccc1C1N=C(c2ccccc2)NC(c2ccccc2)=N1	0.9	-10	17	-3	-8	2	2	-5	-0.7
62	CN1CCN(C(=S)c2cn(CCOc3ccccc3)c3ccccc23)CC1	-0.6	-5	6	5	-6	2	3	1	-0.4
63	COc1ccc([N+](=O)[O-])cc1NC(=O)CSc1nccc(C)n1	2.0	-24	-3	3	-2	-1	9	-4[fluorescence artefact?]	-0.2
64	C/C=C/c1ccc(Oc2nnnn2-c2ccc(C(=O)O)cc2)c(OC)c1	1.8	-10	-4	-3	4	1	3	0	0.6
65	C=CCOc1nc2c(c(=O)n(C)c(=O)n2C)n1Cc1c(Cl)cccc1Cl	-1.5	6	-12	-2	3	-2	0	0	-0.3
66	c1ccc(-c2nnc3ccc(N4CCCC4)nn23)cc1	-0.8	-11	6	0	-5	-1	7	4	0.1
67	CN(C)c1cccc(N=C2C=C(N3CCOCC3)CC(C)(C)C2)c1	-0.1	4	-6	1	4	-1	3	4	0.0
68	COC(=O)c1nnn(-c2nonc2N)c1CSc1nnc(C)s1	0.9	-5	-9	-3	7	6	-1	4	0.9
69	CC(C)C(=O)N1CCN(c2ccc(NC(=O)c3ccc([N+](=O)[O-])o3)cc2)CC1	-4.7	70*	-12	67*	1	1	33*	3	-1.5
70	COc1ccc(C(=O)NCCC2=CCCCC2)cc1[N+](=O)[O-]	-0.2	20	-2	3	-21	-2	9	-6	1.3
71	Cc1ccc(NC(=S)NC(=O)/C=C/c2ccco2)c(O)c1	0.1	-7	-7	5	-15	2	4	-3	0.2
72	COC(=O)C1CCN(C(=O)/C=C/c2ccccc2)CC1	1.1	-12	11	2	-4	-3	3	-1	0.4
73	O=C(Nc1nc(-c2ccccc2)ns1)c1cccs1	1.5	-4	14	-3	-6	-2	0	2	0.3
74	FC(F)(F)c1ccc(N2CCOCC2)c(NC2=NCCCCC2)c1	1.0	-1	-3	1	5	-3	3	-2	-0.4
